# ERK EGF inh: inhibitors of EGF-stimulated ERK signaling pathway; HEK293-V1b, EGF-stimulated phospho-ERK AlphaScreen; Potency, µM (titrated, usually from 11.5 µM), inactives show top-dose activity change, negative = inhibition, hits mostly inhibitors; hit rate 0.41% among 130,000; active = well fitted inhibition curve with a large enough effect; inconclusive = small, poorly fitted or top-dose-only effect, or effect the other way;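 note: plate controls were stimulated vehicle wells for no effect and unstimulated vehicle basal for full effect; nearly all actives have a fitted effect of over 55% in size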
#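 Readout: AlphaScreen signal for phosphorylated ERK in lysed HEK293 cells stably expressing V1b. Stimulus 25 nM EGF, 5 min, following 30 min compound exposure. Data scaled to DMSO basal and full EGF activation.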
# * hit, by the source's call; ? = inconclusive; & = joins results of further samples; [ ] = another dose, or the depositor's remark. Potency is the fitted concentration of half-maximal effect. The list is partial. The share of hits here may be higher or lower than overall.
SMILES	ERK EGF inh
N#Cc1cnn2cc(CCN3CCOCC3)c(-c3ccc(F)cc3)nc12	6%
CCCC(C)NC(=S)Nc1cc(C)cc(C)c1 (stereo not drawn)	-3%
CSCC[C@H](NC(=O)c1cc([N+](=O)[O-])ccc1Cl)c1nc2ccccc2[nH]1	-5%
O=C(c1ccc(Cn2c(=S)[nH]c3ccc(N4CCOCC4)cc3c2=O)cc1)N1CCN(c2ccc(F)cc2)CC1	2%[57.5 µM]
CC(C)c1[nH]nc2c1C(c1ccco1)C(C#N)=C(N)O2 (stereo not drawn)	9%
Cc1cccc(C(=O)Nc2ccc(N3CCN(c4ccc(C(F)(F)F)cn4)CC3)nc2)c1	-1%[57.5 µM]
CCOc1ccc(S(=O)(=O)N(CC)CC)cc1N	-2%
Cc1ccc(N(CCC#N)C(=O)CCl)cc1C	-1%
Cc1c(C(=O)Nc2nc3ccccc3[nH]2)oc2ccccc12	-4%
CCCCn1c(SCC(=O)Nc2cc(C(F)(F)F)ccc2Cl)nnc1C(CC)N(C)C (stereo not drawn)	1%
O=C(N/N=C/c1ccc(-c2ccccc2Cl)o1)c1ccccc1	?
O=C(COC(=O)C1(c2ccccc2F)CCCC1)NCc1ccc2c(c1)OCO2	1%
CC(C)(C)OC(=O)NC1CONC1=O (stereo not drawn)	10%
O=S(=O)(c1ccc(Br)cc1)N1CCCN(Cc2cccc(F)c2)CC1	-6%
CC(C)N1C(=O)CSC1c1ccc(Br)cc1 (stereo not drawn)	-3%
Fc1ccc(-n2nnc(-c3nccs3)n2)cc1	-1%[57.5 µM]
CC(NC(=O)C(c1ccccc1)c1ccccc1)C(=O)N1CCCCC1 (stereo not drawn)	-3%
COC(=O)c1ccc(Nc2cc(C)nc3ccccc23)cc1	-23%[57.5 µM]
CC1=NNC(=O)C1CC(=O)N/N=C/C(Br)=C/c1ccccc1 (stereo not drawn)	4%[57.5 µM]
O=C1C=CC(=O)N1CCNc1ncc(C(F)(F)F)cc1Cl	-10%
COc1ccc(C2=NN(C(=O)COc3ncnc4ccccc34)C(c3ccco3)C2)cc1 (stereo not drawn)	-14%
NNCCc1ccccc1	3%
CC1(C)CC(=O)C2=C(C1)N(c1ccccc1)C(=O)C2(O)C(F)(F)F (stereo not drawn)	8%
COc1cc(/C=N/S(=O)(=O)CCc2ccccc2)cc(OC)c1O	3%
C/C(=N\NC(N)=S)c1ccc(-n2ccnc2)cc1	-4%[57.5 µM]
COc1ccc(-c2cc(-c3ccccc3)nc(SCC(=O)Nc3ncc(C)s3)c2C#N)cc1	-6%
CC(C)(C)NC(=O)COC(=O)c1ccccc1NC(=O)c1ccco1	-3%
Cn1cccc1CC(=O)NNC(=S)Nc1ccc(Cl)cc1Cl	1%
CC(C)OC(=O)CSc1nnc(CNc2ccc(Cl)cc2)n1Cc1ccccc1	2%
CN(C)CCCN(Cc1cc2cc3c(cc2[nH]c1=O)OCO3)C(=S)Nc1ccccc1	-9%

# Quoted from the listing (6 entries):
SMILES	ERK EGF inh
N#Cc1cnn2cc(CCN3CCOCC3)c(-c3ccc(F)cc3)nc12	6%
CCCC(C)NC(=S)Nc1cc(C)cc(C)c1 (stereo not drawn)	-3%
CSCC[C@H](NC(=O)c1cc([N+](=O)[O-])ccc1Cl)c1nc2ccccc2[nH]1	-5%
O=C(c1ccc(Cn2c(=S)[nH]c3ccc(N4CCOCC4)cc3c2=O)cc1)N1CCN(c2ccc(F)cc2)CC1	2%[57.5 µM]
CC(C)c1[nH]nc2c1C(c1ccco1)C(C#N)=C(N)O2 (stereo not drawn)	9%
Cc1cccc(C(=O)Nc2ccc(N3CCN(c4ccc(C(F)(F)F)cn4)CC3)nc2)c1	-1%[57.5 µM]

# Shown with each value named: entries from further up
Cc1cccc(C(=O)Nc2ccc(N3CCN(c4ccc(C(F)(F)F)cn4)CC3)nc2)c1
  ERK EGF inh: -1%[57.5 µM]
O=C1C=CC(=O)N1CCNc1ncc(C(F)(F)F)cc1Cl
  ERK EGF inh: -10%
Cc1c(C(=O)Nc2nc3ccccc3[nH]2)oc2ccccc12
  ERK EGF inh: -4%
CCCC(C)NC(=S)Nc1cc(C)cc(C)c1 (stereo not drawn)
  ERK EGF inh: -3%

# (further entries)
SMILES	ERK EGF inh
CCOC(=O)C1(CC2CCCCO2)CCN(C(=O)Nc2ccc3c(c2)OCO3)CC1 (stereo not drawn)	-5%[57.5 µM]
Cc1ccc(NC(=O)CN(C)C(=S)NC2CC2)cc1	-5%
COCCNS(=O)(=O)c1cc(OC)c(C)cc1C	-9%
CCOC(=O)NN1C(=O)c2ccccc2NC1c1ccccc1 (stereo not drawn)	7%
CN(C(=S)NC(=O)Cc1ccccc1)c1ccccc1	-12%
Cc1ccc(C(C(=O)Nc2ccc3c(c2)OCO3)N(C)C(=O)/C=C\c2ccc3c(c2)OCO3)cc1 (stereo not drawn)	6%
S=c1[nH]nc(-c2ccccc2)c2ccccc12	0%
Cc1ccc(S(=O)(=O)NCCSc2nnnn2-c2ccccc2)cc1	-1%
CCOc1cccc(=O)c2c(C)n(Cc3ccccc3)c(C)c12	-7%
O=C(CN1CCN(CCO)CC1)Nc1ccccc1	1%
CC1CCN(CC(=O)Nc2ccccc2Sc2ccccc2)CC1	-5%
C/C(N)=C(/C#N)C(=O)COC(=O)c1oc2ccccc2c1COC(C)C	2%
COP(=O)(OC)C(Nc1cc(Cl)cc(Cl)c1)c1cccc(O)c1 (stereo not drawn)	2%
C/C(=N\NS(=O)(=O)c1ccccc1)c1ccccc1	0%
COc1ccc(C(=O)CNc2ccc3ccccc3c2)cc1	3%
O=C(CSCCO)Nc1ccc(C23CC4CC(CC(C4)C2)C3)cc1	-7%
COc1cc(C(CC(=O)O)n2cnnn2)ccc1OC(C)C (stereo not drawn)	37%
COc1ccc(-c2cc(=O)c3c(O)c(OC)c(O)cc3o2)cc1	1%[57.5 µM]
COc1cc(C=Nc2ccccc2C(=O)Nc2ccccc2)cc(OC)c1OC	-8%
NS(=O)(=O)c1ccc(CNC(=S)NC2CCCC2)cc1	-2%
COc1ccc(Cl)cc1NC(=O)CSc1nc(C)cc(C)n1	6%
O=C(CC1(O)C(=O)N(CCc2ccccc2)c2ccccc21)c1ccccn1 (stereo not drawn)	-3%
CC12CCC(C(=O)NNc3ccc([N+](=O)[O-])cc3)(OC1=O)C2(C)C (stereo not drawn)	-17%[57.5 µM]
CC(=O)N(C)c1ccc(NC(=O)COc2ccc(Br)cc2C)cc1	6%
O=C(COC(=O)Cc1ccccc1[N+](=O)[O-])NC1CCCC1	-24%
CC(C)NC(=O)c1ccccc1NC(=O)/C=C/c1cccc([N+](=O)[O-])c1	7%
COc1ccc(C(CNC(=O)Cc2ccccc2F)N2CCCCC2)cc1 (stereo not drawn)	-3%
CN1CCN(c2ccc(NC(=O)c3ccc(C#N)cc3F)cc2Cl)CC1	0%
CC[C@H](C)[C@@H](NC(=O)O[C@H]1C(=O)c2ccc(OC)cc2O[C@@H]1c1ccc2c(c1)OCO2)C(=O)OC	-9%&-10%
CCCC(=O)c1cc2c(cc1NC(=O)CC)OCCO2	-29%
CCn1cc([N+](=O)[O-])c(C(=O)N2N=C(c3ccc4ccccc4c3)CC2c2ccccc2O)n1 (stereo not drawn)	-5%
Cc1c(NC(=O)/C(=C/c2cccs2)c2cccs2)c(=O)n(-c2ccccc2)n1C	4%
O=C(CSC1=NC(=O)C(Cc2ccccc2)C(=O)N1)Nc1ncc(Br)cc1Br (stereo not drawn)	1%
NC(Cc1ccc(O)c([N+](=O)[O-])c1)C(=O)O (stereo not drawn)	2%
O=C(O)CC(Cc1ccccc1)C(=O)Nc1ccc([N+](=O)[O-])cc1 (stereo not drawn)	-2%
CCc1ccccc1NC(=O)CCC(=O)OCC(=O)c1ccc(-c2ccccc2)cc1	3%
O=[N+]([O-])c1cc(S(=O)(=O)Nc2ccc(Cl)cc2)ccc1N/N=C/c1ccncc1	-8%
O=S(=O)(N/N=C/c1ccccc1OCc1ccc(Cl)cc1)c1ccccc1	-10%
Cc1[nH]c(=O)[nH]c(=O)c1Cc1cccc2ccccc12	-3%
COc1ccc(Oc2coc3cc(OC(=O)/C=C/c4ccccc4)ccc3c2=O)cc1	6%
Nc1ncnc(NCc2ccc(F)cc2)c1[N+](=O)[O-]	6%
CCc1cccc(CC)c1NC(=O)COC(=O)/C(C#N)=C/c1ccc(OC)cc1	0%
COc1cccc(CNC(=O)C(=O)NCC(c2ccco2)N2CCOCC2)c1 (stereo not drawn)	5%
COc1cc(CNCCCN2CCOCC2)cc(Br)c1OCc1ccc(Cl)cc1	18%
O=C(CCl)Nc1ccc2c(c1)OCO2	3%
Cc1cc(C(=O)NNC(=O)c2cccc(S(=O)(=O)N3CCOCC3)c2)c2ccccc2n1	-1%
Cn1c(=O)c(C(=O)COC(=O)c2cc(C(F)(F)F)nc3ccccc23)c(N)n(Cc2ccccc2)c1=O	3%&-4%
O=C1CCC(N2C(=O)c3ccccc3C2=O)C(=O)N1 (stereo not drawn)	11%&1%&-3%
O=C(O)c1cc(N/N=C/c2ccc3c(c2)OCCO3)ccc1Cl	-12%
COc1ccc(/C=C(/NC(=O)c2cccs2)C(=O)NCc2ccco2)cc1OC	20%
COc1cc(/C=C(\C#N)c2ccccn2)cc(OC)c1O	-7%[57.5 µM]
CN1CCN2c3ncccc3Cc3ccccc3C2C1 (stereo not drawn)	-9%
O=C(NC1CCCCC1)N1CCN(Cc2ccco2)CC1	-8%
Cc1ccc2c(c1)C1CN(C)CCC1N2C(=S)NC(=O)c1ccc(Cl)cc1Cl (stereo not drawn)	1%[57.5 µM]
O=S(=O)(/N=C(\c1ccccc1F)N1CCCCC1)c1ccccc1	-12%
Cc1cc(Cl)ccc1Oc1ccc(C(N)=O)cc1[N+](=O)[O-]	5%
CSc1cccc(NC(N)=O)c1	-7%[57.5 µM]
O=[N+]([O-])c1ccc(OCC2CC(c3ccccc3)=NO2)cc1 (stereo not drawn)	7%[57.5 µM]
O=C(COC(=O)CC1CC2CCC1C2)Nc1ccc(F)cc1 (stereo not drawn)	-3%
NC(=O)N/N=C/c1sc(=O)n(-c2ccccc2)c1Cl	-2%[57.5 µM]

# New compounds follow
SMILES	ERK EGF inh
CC(C)c1nc(SCC(=O)Nc2ccc([N+](=O)[O-])cc2Br)n[nH]1	5%
O=C(COC(=O)c1c2c(nc3ccccc13)/C(=C\c1cccs1)CCC2)Nc1ccccc1	2%
CN1CCN(NC(=S)NC2CCCC2)CC1	2%
CCOc1cc(N2CCOCC2)c(OCC)cc1NC(=O)c1ccc2ccccc2n1	?
CC(C)(C)OC(=O)N1CCC(c2cc(-c3cccs3)n[nH]2)CC1	-3%
O=C(Nc1ccc(F)cc1)/C(=C1/CCCCCN1)[N+](=O)[O-]	-9%[57.5 µM]
CC1CCCCC1NCC#CCOc1ccc(Cl)cc1 (stereo not drawn)	-11%
Cc1ccc(S(=O)(=O)N(C)c2ccc(C(=O)Nc3c(C)n(C)n(-c4ccccc4)c3=O)cc2)cc1	-20%
COc1ccc2o/c(=N/NC(=S)Nc3ccccc3)c(C(N)=O)cc2c1	6%
Nc1ccc(C(=O)Nc2ccc(Nc3ccncc3)cc2)cc1	7%[57.5 µM]
COc1ccc(C2=NN(Cc3ccccc3)C3C(=O)NC(=O)C23)cc1 (stereo not drawn)	-4%
Nc1ccc(N2CCN(c3ccc(F)cc3)CC2)cc1	?
CCCC(=O)Nc1sc2c(c1C(=O)OC)C(C(=O)OC)CC2 (stereo not drawn)	-4%

# 3 entries out of the list above, sorted by the number in ERK EGF inh, lowest first:
SMILES	ERK EGF inh
COCCNS(=O)(=O)c1cc(OC)c(C)cc1C	-9%
CC(C)OC(=O)CSc1nnc(CNc2ccc(Cl)cc2)n1Cc1ccccc1	2%
CCOC(=O)NN1C(=O)c2ccccc2NC1c1ccccc1 (stereo not drawn)	7%

# Source: PubChem (National Center for Advancing Translational Sciences (NCATS))
